Screening data from PubChem.
TGFb inhibitor: blocks TGF-b signaling. HepG2 CAGA-GFP TGF-b/SMAD3 reporter, GFP fluorescence, 18 h; TGF-beta stimulated, 500 pg/mL final. Potency, µM (titrated, usually from 46.1 µM), for inactives: at the top dose activity, negative = inhibition, hits mostly inhibitors. hit rate 1.2% among 410,000. AID 588855; also: potency is read from the fitted curve at half-maximal effect; % is scaled to controls: 0 for no effect and ±100 for the full control effect; nearly all actives have a fitted effect of over 65% in size
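HEPG2 CAGA-GFP, 1000 cells/well; 2 h settle, 37 C; cpd via pin tool; TGF-b 500 pg/mL final; 18 h, 37 C; GFP imaging ex488/em500-530; %Activity normalised to -TGF-b and +DMSO controls; CRC fit, curve class.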
Akt phos inh: Akt phosphorylation inhibition; Neuro2A IGF-stimulated pAkt S473 HTRF, 20 min; active compounds read low; activity change, % for hits at 50 µM; hit rate 0.32% among 360,000; AID 651550; in the data active = activity change below about -80%; inconclusive = mostly about -51% to -80%; also: % is scaled to controls: 0 for no effect and ±100 for the full control effect
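Neuro2A cells in DMEM with 0.5% FBS, overnight at 37 deg C, given compound at single 50 µM final, then IGF (6 nM final) for 20 min at 37 deg C. Lysed; phospho-Akt Ser473 by HTRF after 24 h, 665/615 ratio.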
Nrf2 block: blocks Nrf2 signaling; Potency, µM (doses to about 46 µM), inactives show top-dose activity change, negative = inhibition, actives largely listed as inhibitors; hit rate 2.1% among 360,000; AID 504444; A549 ARE-Fluc reporter, luciferase luminescence, 18-24 h; also: potency is read from the fitted curve at half-maximal effect; % is scaled to controls: 0 for no effect and ±100 for the full control effect; nearly all actives have a fitted effect of over 60% in size
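In this cell-based qHTS, ARE-driven firefly luciferase in A549 cells reports Nrf2 activity; the luminescent signal after BugLite lysis is the measured value, with a prior CellTiter-Fluor read for cell health.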
EPAC2 ag: activates human EPAC2 exchange factor; AID 720711; hit rate 0.079% among 360,000; EPAC2 activation, biochemical qHTS; response scale: 100% = 6.5 mM cAMP response; Potency, µM (titrated, usually from 154 µM), for inactives: at the top dose activation, hits mostly activators; also: potency is read from the fitted curve at half-maximal effect; nearly all actives have a fitted effect of over 50% in size
Target sequence (Q8WZA2 whole entry, looked up): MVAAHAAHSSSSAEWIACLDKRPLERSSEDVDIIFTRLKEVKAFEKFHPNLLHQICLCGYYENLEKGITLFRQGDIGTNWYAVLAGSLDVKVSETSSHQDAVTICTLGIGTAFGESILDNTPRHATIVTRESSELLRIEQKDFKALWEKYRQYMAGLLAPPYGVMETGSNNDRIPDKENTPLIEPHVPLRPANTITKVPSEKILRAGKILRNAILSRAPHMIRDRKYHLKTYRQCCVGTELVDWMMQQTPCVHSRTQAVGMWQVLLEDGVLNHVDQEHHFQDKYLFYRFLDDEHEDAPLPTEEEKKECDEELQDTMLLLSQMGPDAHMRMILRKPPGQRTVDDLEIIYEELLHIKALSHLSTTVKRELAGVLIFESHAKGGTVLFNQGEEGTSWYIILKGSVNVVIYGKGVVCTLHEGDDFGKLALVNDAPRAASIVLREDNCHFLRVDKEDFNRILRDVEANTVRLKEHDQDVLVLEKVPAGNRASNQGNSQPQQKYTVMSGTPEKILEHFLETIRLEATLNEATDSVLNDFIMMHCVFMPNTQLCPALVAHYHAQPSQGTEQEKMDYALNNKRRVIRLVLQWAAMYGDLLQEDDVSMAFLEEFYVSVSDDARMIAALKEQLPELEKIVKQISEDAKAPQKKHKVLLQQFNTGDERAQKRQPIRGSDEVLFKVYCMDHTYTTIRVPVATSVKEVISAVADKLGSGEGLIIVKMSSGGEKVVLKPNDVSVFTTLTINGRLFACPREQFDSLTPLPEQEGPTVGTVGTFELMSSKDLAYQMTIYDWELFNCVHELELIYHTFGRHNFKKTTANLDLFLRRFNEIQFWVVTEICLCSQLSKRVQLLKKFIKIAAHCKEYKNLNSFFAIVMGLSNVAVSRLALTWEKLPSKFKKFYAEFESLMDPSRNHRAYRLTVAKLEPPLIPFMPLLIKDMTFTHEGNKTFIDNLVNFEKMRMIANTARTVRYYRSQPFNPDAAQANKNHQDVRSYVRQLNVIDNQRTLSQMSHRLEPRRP
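EPAC2 (100 nM) mixed with Rap1B loaded with BODIPY-GDP (250 nM) plus 50 uM unlabeled GDP; compounds pinned in, 5 min RT, then read every 5 min for 30 min (ex 480, em 540 nm). Normalized to cAMP control.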
A549 viability: kills or reduces viability of A549 cells in Nrf2 counter-screen | A549 ARE-Fluc cells, CellTiter-Fluor viability, 18-24 h | Potency, µM (doses to about 46 µM), without a hit: at the highest dose activity change, negative = cytotoxicity, most hits filed as inhibitors | AID 504648 | hit rate 0.16% among 390,000; also: potency is read from the fitted curve at half-maximal effect; % is scaled to controls: 0 for no effect and ±100 for the full control effect
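A549 ARE-Fluc cells in 5% FBS OPTI-MEM, 5000 cells/well, rested 2 h then exposed to compounds in concentration-response for 18-24 h at 37 °C. Viability by CellTiter-Fluor fluorescence (Ex 405/Em 525) after 30 min; luciferase luminescence (BugLite, 15 min, RT) read afterwards.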
CCT modulator: cytosolic chaperonin activity modulation | AID 651819 | hit rate 0.3% among 360,000 | activity change, % (test concentration not listed), hits read low | purified chaperonin ATPase assay, HTRF ADP detection, 30 min; in the data active = activity change below about -30%; also: % is scaled to controls: 0 for no effect and ±100 for the full control effect
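We incubate TRiC, 40 or 20 nM final, with library compounds at 76 uM and 10 uM ATP for 30 min at 37 °C. ADP formed is detected with Transcreener HTRF reagents after 30 min at room temperature.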
Nrf2 activator: activators of Nrf2 (ARE) signaling; AREc32 ARE-luciferase reporter (MCF7-derived line), luminescence, 24 h; Potency, µM (titrated, usually from 46.1 µM), without a hit: at the top dose activation, most hits filed as activators; hit rate 0.31% among 410,000; also: potency is read from the fitted curve at half-maximal effect; % of control where 0% means no effect; nearly all actives have a fitted effect of over 65% in size
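Nrf2 activation is followed as ARE-luciferase induction in the AREc32 line after one day of compound treatment; luminescence is read with Steady-Glo.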
MmCpn inh: blocks the Methanococcus maripaludis chaperonin Mm-Cpn; purified Mm-Cpn ATPase, ADP Transcreener TR-FRET; Potency, µM (series often up to 76.9 µM), inactives show at the top dose activity, negative = inhibition, most hits filed as inhibitors; hit rate 0.031% among 330,000; AID 504842; also: potency is read from the fitted curve at half-maximal effect; % is scaled to controls: 0 for no effect and ±100 for the full control effect; nearly all actives have a fitted effect of over 80% in size
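Quantitative HTS used 25 nM Mm-CPN and 10 uM ATP in magnesium/KCl Tris buffer, pH 7.4, with 1 mM DTT. Hydrolysis ran 30 min at 37°C; ADP was read by HTRF.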
EPAC2 antagonist: blocks human EPAC2 exchange factor. Potency, µM (highest dose often 114 µM), inactives show top-dose activity, negative = inhibition, usual class: inhibitors. AID 720708. EPAC2 GEF exchange of Rap1B-BODIPY-GDP, fluorescence. Q8WZA2. hit rate 0.18% among 360,000; also: potency is read from the fitted curve at half-maximal effect; % is scaled to controls: 0 for no effect and ±100 for the full control effect; nearly all actives have a fitted effect of over 45% in size; many of its hits are not listed in these tables
* hit, by the source's call; i = inactive; ? = inconclusive; · = not tested or not shown; [ ] = another dose, or the depositor's remark. Unless noted, calls follow the shape of the dose curve; as a rule, active = well fitted curve in the direction sought with a large enough effect; inconclusive = small, poorly fitted or top-dose-only effect, or another doubt; inactive = no such curve, though single readings can be large; an effect the other way counts as inactive or inconclusive. Only part of the results is shown; the hit share may differ from the screen's.

item	structure	Akt phos inh	EPAC2 ag	MmCpn inh	A549 viability	EPAC2 antagonist	Nrf2 activator	TGFb inhibitor	Nrf2 block	CCT modulator
1	CC(C)(C)c1ccc(C(=O)NCCC(=O)Nc2ccc3c(c2)OCCO3)cc1	i	-8%	?	-2%	-1%	3.2%	-5%	?	1.6
2	Cc1nnc(SCC(=O)Nc2ccc(S(=O)(=O)N3CCCC3)cc2)n1N	i	3%	2%	-4%	2%	-0.3%	-1%	3%	-0.5
3	COc1ccc(N(CC(=O)Nc2cccc(C(=O)O)c2)S(=O)(=O)c2c(C)noc2C)cc1	i	3%	0%	2%	-4%	-0.1%	0%	24%	-3.0
4	COc1ccc(OC)c(C(=O)c2c(C)oc3cc(Br)c(O)c(CN(C)C)c23)c1	i	6%	·	-2%	4%	0.4%	-5%	7%	-1.2
5	CCS(=O)(=O)c1nc(S(=O)(=O)c2ccc(C)cc2)c(NCc2ccccc2Cl)s1	·	·	·	9%	·	0.4%	-26%	-2%	·
6	O=C(CNC(=O)c1ccccc1)NCC(=O)OCC(=O)c1ccc([N+](=O)[O-])cc1	i	1%	0%	0%	-2%	0.3%	2%	6%	-20
7	O=C(Cn1c(=O)[nH]c2ccsc2c1=O)N1CCN(c2ccc(F)cc2)CC1	i	10%	0%	-3%	-6%	0.2%	-1%	-23%	-3.8
8	O=C(CCC(=O)N1CCSc2ccccc21)Nc1ccc(Cl)cc1	·	·	·	5%	·	5.5%	-28%	5%	·
9	COC(=O)CCCn1cc(CN2CC(N3CCN(Cc4cccc(C)c4)CC3)CS2(=O)=O)nn1 (centres undefined)	i	9%	·	·	8%	-0.9%	·	·	-1.9
10	CC1=CC2CC1C1C(=O)N(c3ccc(S(=O)(=O)Nc4nc(C)cc(C)n4)cc3)C(=O)C21 (centres undefined)	i	3%	1%	0%	1%	-0.2%	8%	?	-2.1
11	Cc1cc(C)nc(NS(=O)(=O)c2ccc(NC(=O)c3ccc(N4C(=O)CCC4=O)cc3)cc2)n1	i	-6%	1%	6%	-10%	-0.5%[9.22 µM]	-22%	0%	-0.8
12	COc1cccc2cc(-c3ccnc(N)n3)oc12	i	3%	-7%	0%	6%	3.0%	5%	1%	-0.9
13	O=C(N1CCCCC1)C1(c2ccccc2)CCOCC1	i	17%	-2%[15.4 µM]	-6%	5%	0.2%	10%	-4%	3.6
14	CC(=O)N[C@@H](C)c1nc2ccccc2n1CCCN1CCN(c2nc(-c3ccc(C)cc3)cs2)CC1	i	18%	-4%	-2%	-5%	-0.7%	8.9µM*	?	-1.7
15	CC1CCCC(C)N1CCNC(=O)Nc1ccc(Cl)cc1 (centres undefined)	i	-4%	-2%	-4%	-2%	-0.2%	-12%	·	0.5
16	COC(=O)c1ccc(NC(=O)CC2C(=O)N(c3cccc(F)c3)C(=O)N2CC(C)C)cc1 (centres undefined)	·	·	·	-6%	·	4.9%	-3%	0%	·
17	CC1(c2nnc(-c3ccncc3)o2)CC(c2ccc([N+](=O)[O-])cc2)=NO1 (centres undefined)	i	4%	-1%	2%	13%	-0.5%	1%	12µM*	-62*
18	Cc1ccc(S(=O)(=O)Nc2ccc(N(C)S(=O)(=O)c3ccc(C)cc3)cc2)cc1	i	23%	-4%	-2%	-13%	2.9%	?	12%	-0.9
19	O=C1/C(=C/c2cccnc2)Sc2ccccc21	·	0%[15.6 µM]	-10%	-1%	-18%	?	?	21%	-0.9
20	COc1ccc(N2CC(NC(=O)N3CCN(C(=O)c4ccco4)CC3)CC2=O)cc1OC (centres undefined)	i	1%	1%	-2%	-10%	0.3%	11%	4%	-1.6
21	O=C(Nc1ccccc1C(=O)NCc1ccccc1)c1ccco1	i	0%	-2%	2%	-3%	0.3%	1%	-18%	1.0
22	CC(C)(C)Cc1nc(-c2ccccn2)no1	i	4%	0%	-1%	-1%	-0.5%	18%	?	-0.7
23	Cc1cn([C@H]2C[C@H](O)[C@@H](CNCc3cnc(N4CCOCC4)nc3)O2)c(=O)[nH]c1=O	i	4%	·	·	0%	0.4%	1%	·	-0.1
24	O=C(CSCc1ccc(Cl)cc1)Nc1ccccc1O	i	7%	-5%	0%	3%	?	-1%	5%	-0.6
25	O=C(C1=C(O)C(=O)N(CC2CCCO2)C1c1cccnc1)c1ccco1 (centres undefined)	?	-1%	-2%	-7%	7%	0.2%	-19%	-2%	-4.0

Record cards, as listed above:
`COc1cccc2cc(-c3ccnc(N)n3)oc12` reads Akt phos inh = i; EPAC2 ag = 3%; MmCpn inh = -7%; A549 viability = 0%; EPAC2 antagonist = 6%; Nrf2 activator = 3.0%; TGFb inhibitor = 5%; Nrf2 block = 1%; CCT modulator = -0.9
`CCS(=O)(=O)c1nc(S(=O)(=O)c2ccc(C)cc2)c(NCc2ccccc2Cl)s1` reads Akt phos inh = ·; EPAC2 ag = ·; MmCpn inh = ·; A549 viability = 9%; EPAC2 antagonist = ·; Nrf2 activator = 0.4%; TGFb inhibitor = -26%; Nrf2 block = -2%; CCT modulator = ·

The listing continues.
item	structure	Akt phos inh	EPAC2 ag	MmCpn inh	A549 viability	EPAC2 antagonist	Nrf2 activator	TGFb inhibitor	Nrf2 block	CCT modulator
26	O=C(O)c1ccc(/C=N/Nc2ccc(Cl)nn2)cc1	i	2%	-4%	0%	12%	-0.6%	6%	23%	0.4
27	CCCc1cc(=O)oc2c3c(cc(OCC(=O)NCC4CCC(C(=O)O)CC4)c12)OC(C)(C)CC3 (centres undefined)	i	1%	-5%	2%	-7%	1.2%	?	-18%	1.0
28	Cc1cc(NC(=O)CSCC(=O)OCC(=O)Nc2cc(C)c(C)cc2[N+](=O)[O-])no1	i	15%	-4%	-1%	15%	-0.3%	-21%	21%	0.4
29	CC(C)n1c(COc2ccccc2)nc2ccccc21	i	3%	1%	-4%	?	-0.6%[9.22 µM]	6%	11%	1.0
30	CN(C)S(=O)(=O)c1cccc(C(=O)OCC(=O)Nc2ccccc2OC(F)F)c1	i	0%	0%	3%	-2%	0.0%	-12%	-8%	-3.1
31	CC(=O)C1=CN(CC2CCCCC2)CCC1=O	i	8%	·	-2%	14%	0.3%	-13%	9%	-1.2
32	CCC(C)c1ccc(NC(=S)N2CCCC2)cc1 (centres undefined)	i	8%	2%	0%	3%	-0.6%	-18%	16%	-2.3
33	Cc1cc(C)n(CC2CC(=O)N(c3cc(Cl)cc(Cl)c3)C2=O)n1 (centres undefined)	i	-4%	1%	-2%	10%	-1.4%	6%	3%	-3.6
34	O=C(COc1ccccc1)NCC1CCCO1 (centres undefined)	i	-6%	2%	-15%[1.84 µM]	-7%	?	2%	-9%	-3.0
35	COc1cc(C(=O)NCC(c2ccco2)N2CCCC2)ccc1OCc1c(C)noc1C (centres undefined)	i	-2%	1%	14%	-5%[57.1 µM]	2.3%	-15%	11%	-3.5
36	COc1ccc(C(=O)C(CN2CCOCC2)c2ccccc2)cc1F (centres undefined)	i	6%	1%	-2%	7%	?	4µM*	7%	0.1
37	CCn1c(=O)cc(OCC(=O)Nc2ccccc2N2CCN(C)CC2)c2ccccc21	i	-6%	2%	-26%	-13%	16%	15%	-16%	-1.4
38	O=C(Nc1ccccc1)Nc1ccno1	i	0%	2%	0%	2%	0.3%	0%	2%	-0.5
39	COc1cc(CNC(C)c2ccccc2)c(Br)cc1OCC(N)=O (centres undefined)	i	3%	-25%	8%	6%	-0.3%	6%	·	-3.6
40	Cc1ccccc1OCC(=O)N/N=C/c1cc2ccccc2nc1Cl	i	-3%	-1%	-27%	10%	0.7%	-13%	18µM*	-5.4
41	Cc1occc1C(=O)N/N=C/C(Br)=C\c1ccccc1	i	4%	1%	1%	-11%	14µM*	7%	?	0.4
42	O=C(CCCCC(=O)NN=Cc1ccccc1O)NN=Cc1ccccc1O	i	-2%	·	2%	0%	0.1%	0%	25%	-0.9
43	O=c1c2ccccc2[nH]c(=S)n1CCN1CCN(Cc2ccccc2)CC1	i	15%	1%	-2%	-7%	-0.2%	-10%	-4%	-1.5
44	Cc1ccc(C(=O)Nc2sc3c(c2C(=O)NCc2ccco2)CCCC3)cc1	i	-12%	-1%	?	9%	6.2%	3%	?	-2.6
45	COc1ccc2c(CNCc3ccccc3OC)c(C(=O)O)n(Cc3ccc(F)cc3Cl)c2c1	·	·	·	-1%	·	-0.4%	4%	42%	·
46	C=CC[C@H](CC(=O)NCCO)C(=O)NC[C@@H](OC(=O)[C@@H](CC=C)Cc1ccc(F)cc1)c1ccccc1	i	4%	0%	4%	-20%	-0.4%	-15%	-14%	-0.6
47	Cc1cc(C)cc(OCC(=O)N(Cc2ccc(Cl)cc2)C2CCS(=O)(=O)C2)c1 (centres undefined)	·	·	·	-8%	·	7.8%	?	-12%	·
48	Cc1cc(C)c(C#N)c(SCC(=O)NC(C)(C)C)n1	i	7%	2%	-5%	-2%	2.3%	13%	16%	-0.6
49	Cc1cc(NC(=O)C2CCCN(S(=O)(=O)c3c(C)noc3C)C2)no1 (centres undefined)	i	2%	-1%	3%	5%	-0.8%	4%	-5%	-0.8
50	COc1ccc(OC)c2c1CCC2=O	i	5%	-1%	-19%	-6%	0.6%	7%	-11%	-1.4
51	OC(Cc1cccnc1)(Cc1cccnc1)c1cc2ccccc2[nH]1	i	9%	0%	3%	5%	2.2%	0%	-4%	-3.0
52	COc1ccc(CNC(=O)CCc2c(C)nc3c4cccnc4nn3c2C)cc1	·	·	·	-2%	·	0.8%	?	?	·

As entered above:
entry 36 in MmCpn inh shows 1%
entry 34 in EPAC2 antagonist shows -7%
